High-throughput results: PubChem BioAssay, several laboratories
PKA-R1A act: activators of PKA-R1A holoenzyme, primary screen, biochemical, fluorescence polarization, Cy5-IP20, bovine R1A, mouse PKAc. cAMP-dependent protein kinase type I-alpha regulatory subunit (Bos taurus) + …. PKA-R1A dissociation; scaled: DMSO 0%, 113 µM cGMP 100%. activation, % at 11.4 µM. 0.083% of 340,000 active;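 active means percent activation above the mean of all tested compounds plus 3 SD, cut at about 19% in these data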;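 further: higher means more PKAc released from R1A so a rise in polarization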
OPRM1-OPRD1 inv: inverse agonists of MOR-DOR heterodimerization, primary screen, cell-based, luminescence. Mu-type opioid receptor (Homo sapiens) + Delta-type opioid receptor (Homo sapiens), …. cell-based MOR-DOR heterodimer luminescence, inverse agonism. inhibition, % at 9.3 µM. 0.21% of 340,000 active. AID 504357, 2011; in the data active means inhibition above about 22%, passing the limit was not always enough;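 further: 0% = cells with DMSO and 100% = wells without cells with DMSO; values of inactives mirror those of a sister screen read the other way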
DAGLB inh: DAGLB lipase inhibitors, primary screen, biochemical, fluorescence, HTS; 0.059% of 340,000 active; AID 504411, 2011; HEK293T DAGLB membrane lysate, EnzChek fluorogenic substrate; Diacylglycerol lipase-beta (Homo sapiens), Q8NCG7; inhibition, % at 5.17 µM; in the data active means inhibition above about 34%;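 further: 0% = enzyme with vehicle and 100% = wells lacking enzyme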
Target sequence (Q8NCG7 whole entry, looked up): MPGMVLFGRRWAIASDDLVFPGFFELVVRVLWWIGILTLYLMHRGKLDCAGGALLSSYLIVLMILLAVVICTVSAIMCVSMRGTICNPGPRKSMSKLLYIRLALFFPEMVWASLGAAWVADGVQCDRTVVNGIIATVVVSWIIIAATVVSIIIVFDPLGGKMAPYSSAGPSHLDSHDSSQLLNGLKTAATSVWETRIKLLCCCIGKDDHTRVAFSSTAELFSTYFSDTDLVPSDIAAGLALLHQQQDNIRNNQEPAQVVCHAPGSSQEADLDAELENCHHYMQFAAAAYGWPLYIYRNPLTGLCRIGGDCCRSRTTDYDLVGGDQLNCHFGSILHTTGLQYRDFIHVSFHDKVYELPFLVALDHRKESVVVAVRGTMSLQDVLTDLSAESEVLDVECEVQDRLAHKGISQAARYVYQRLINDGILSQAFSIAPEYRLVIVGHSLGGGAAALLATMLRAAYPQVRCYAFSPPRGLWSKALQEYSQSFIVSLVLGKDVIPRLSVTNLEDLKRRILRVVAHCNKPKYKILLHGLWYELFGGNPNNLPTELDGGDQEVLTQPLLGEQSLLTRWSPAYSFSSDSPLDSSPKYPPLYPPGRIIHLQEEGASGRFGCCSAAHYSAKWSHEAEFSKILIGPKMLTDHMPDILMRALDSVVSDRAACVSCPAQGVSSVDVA
Arrestin-AP2 inh: inhibitors of beta-arrestin/AP2 binding, primary screen, biochemical, GPCR trafficking, flow cytometry | beta-arrestin 1 C-terminal peptide binding to AP2 beta2-adaptin appendage (human) | FITC-arrestin peptide / GST-AP2 beads; AP2 beta2 appendage carries R879A mutation | inhibition, % at 10 µM | 0.31% of 340,000 active;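 active means inhibition above a set limit, near 3 SD of compounds lacking own fluorescence, cut at about 54% in these data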;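 further: plate controls were DMSO wells for no effect and 5 µM unlabelled arrestin peptide for full effect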
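Measured by: flow cytometry, FL1 (488/535 nm); Material: AP2 appendage R879A on GSH beads; Evaluation: percent response; Timing: pre-incubation 12 min, peptide binding 1 h, room temperature; Also added: 50 nM FITC-arrestin peptide; Medium: PBS with 0.05% Tween 20 and 0.1% BSA.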
Pemphigus Ab inh: inhibitors of pemphigus antibody binding to DSG3, primary screen, biochemical, bead-based, flow cytometry, scFv-GFP; binding (percent of control), % at 10 µM; AID 588358, 2011; DSG3-coupled beads, scFv-anti-DSG3-GFP binding; active compounds read low; 0.48% of 310,000 active;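 active means binding more than 3 SD below its plate's average and above zero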;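 further: hits lower antibody fragment binding to DSG3; some compounds called inactive have numbers as strong as hits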
V-ATPase pHluor: regulators of yeast V-ATPase proton pumping, primary screen, pHLuorin cytosolic pH fluorescence | S. cerevisiae | response, % at 10 µM | 0.37% of 350,000 active | AID 504577, 2011; in the data active means response mostly above about 7.3%, no sharp cut-off; inactive means mostly below about 5.4%; further: actives read high; inactives centre near 0; some compounds called inactive have numbers as strong as hits; reference of the scale not given here
HTR5A inv ctr: HTR5A inverse agonists in luminescence cell assay, primary screen, counter-screen for OPRM1-OPRD1 heterodimer inverse agonist project, full-deck HTS; HTR5A cell line, inverse agonism; 5-hydroxytryptamine receptor 5A (Homo sapiens), P47898; inhibition, % at 9.3 µM; 0.083% of 340,000 active; AID 504634, 2011; in the data active means inhibition mostly above about 23%, no sharp cut-off; inactive means mostly below about 18%;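 further: 0% = cells with DMSO and 100% = no-cell wells with DMSO; some compounds called inactive have numbers as strong as hits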
HTR5A ag: HTR5A agonists in luminescence cell assay, primary screen, counter-screen for OPRM1-OPRD1 heterodimer agonist project, full-deck HTS; cell-based; activation, % at 9.3 µM; 0.61% of 340,000 active; AID 504692, 2011; in the data active means activation mostly above about 9.5%, no sharp cut-off; inactive means mostly below about 7.6%;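 further: 0% = cells with vehicle only and 100% = reference agonist; strong numbers were not always called active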
PKA-R2B act: activators of PKA-R2B holoenzyme, primary screen, biochemical, fluorescence polarization, Cy5-IP20, human; PKA-R2B holoenzyme dissociation; R2B truncated from residue 108, S112A mutant; 0% DMSO only, 100% 113 µM cGMP; activation, % at 11.4 µM; 0.079% of 340,000 active; AID 504700, 2011;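 active means activation above a cutoff set at the mean over all compounds plus 3 SD, cut at about 18% in these data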;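 further: higher means more holoenzyme dissociation and a rise in polarization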
MOR-DOR ag: agonists of OPRM1-OPRD1 heterodimerization, primary screen, cell-based, luminescence; Mu-type opioid receptor (Homo sapiens) + Delta-type opioid receptor (Homo sapiens), …; cells; activation, % at 9.3 µM; 0.3% of 340,000 active; in the data active means activation above about 18%;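 further: 0% = vehicle-treated cells and 100% = reference agonist; values of inactives mirror those of a sister screen read the other way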
Starred values were filed as active, the others as inactive; / = no result given.

Codes – A = PKA-R1A act; B = OPRM1-OPRD1 inv; C = DAGLB inh; D = Arrestin-AP2 inh; E = Pemphigus Ab inh; F = V-ATPase pHluor; G = HTR5A inv ctr; H = HTR5A ag; I = PKA-R2B act; J = MOR-DOR ag
Cc1ccc(Nc2nnc(C)c3ccccc23)c(C)c1
  A: 5 | B: 9 | C: -1 | D: -11 | E: / | F: 12* | G: -2 | H: -1 | I: -12 | J: -1.7
COc1ccc(C2C(C(=O)OCC3CCCO3)=C(C)NC3=C2C(=O)CC(c2ccco2)C3)cc1O (configuration not stated)
  A: -10 | B: 16 | C: -2 | D: 9 | E: 105 | F: -3 | G: -9 | H: -4 | I: -22 | J: -3.5
COc1ccc(COc2cc(-c3cccc(OC)c3)nc3ccc(NC(=O)c4cccnc4)cc23)cc1
  A: -5 | B: -11 | C: -2 | D: 2 | E: 103 | F: -5 | G: -30 | H: 3 | I: -7 | J: 1.9
CC1CN(S(=O)(=O)c2cccc(C(=O)N(C)C3CCCCC3)c2)CC(C)O1 (configuration not stated)
  A: 7 | B: / | C: -6 | D: / | E: 100 | F: -1 | G: / | H: / | I: -2 | J: /
C=C(C)C1CC=C(C)/C(=N/NC(=O)c2ccc(NC(=O)c3cccc(C)c3)cc2)C1 (configuration not stated)
  A: 3 | B: 10 | C: 1 | D: -6 | E: 99 | F: -2 | G: 7 | H: -2 | I: 0 | J: -1.9
CCc1cc2c(=O)c(-c3cnn(-c4ccccc4)c3)c(C(F)(F)F)oc2c(CN(C)C)c1O
  A: 12 | B: 14 | C: 0 | D: -3 | E: 100 | F: -1 | G: 6 | H: -2 | I: 3 | J: -2.5
CC(=NCc1ccc2c(c1)OCO2)C1=C(O)c2ccccc2C1=O
  A: 0 | B: -5 | C: -7 | D: 6 | E: 86 | F: 1 | G: -31 | H: 12 | I: -2 | J: 0.7
COc1ccc(Cc2nn3c(-c4ccccc4OC)nnc3s2)cc1
  A: 2 | B: 9 | C: 0 | D: 2 | E: 98 | F: -2 | G: -22 | H: 2 | I: -5 | J: -1.8
Cc1cc([N+](=O)[O-])ccc1NC(=O)COc1nsnc1N1CCOCC1
  A: 1 | B: -2 | C: 2 | D: -11 | E: / | F: 0 | G: 0 | H: -2 | I: 1 | J: 0.4
COc1ccc(C2CC(c3ccc(Cl)cc3)=NN2c2ccc(S(N)(=O)=O)cc2)cc1 (configuration not stated)
  A: -15 | B: 5 | C: 1 | D: -4 | E: 101 | F: 1 | G: -12 | H: 3 | I: 1 | J: -1.1
CC(=O)N1CCN=C1SCc1ccccc1
  A: -1 | B: 4 | C: 1 | D: 10 | E: / | F: 1 | G: -1 | H: 0 | I: 1 | J: -0.7
c1cncc(-c2nc(NCC3COc4ccccc4O3)c3ccccc3n2)c1 (configuration not stated)
  A: -2 | B: 12 | C: -1 | D: 16 | E: 103 | F: 0 | G: -14 | H: -2 | I: -12 | J: -2.9
Cc1nc2c3cc(F)ccc3n(Cc3ccccc3)c2s1
  A: -5 | B: -45 | C: -7 | D: 4 | E: 99 | F: -1 | G: 0 | H: 0 | I: -13 | J: 8.9
CCOc1ccc(NC(=O)C2C3CCC4C(CCC32)C4(Cl)Cl)cc1 (configuration not stated)
  A: -17 | B: -14 | C: -15 | D: 3 | E: 102 | F: -4 | G: 6 | H: -1 | I: -5 | J: 2.1
Cc1ccc(C)c(NC(=O)COC(=O)c2nn(C)c(=O)c3ccccc23)c1
  A: 10 | B: 10 | C: 1 | D: 8 | E: 106 | F: -5 | G: -4 | H: 2 | I: -5 | J: -2.5
CCn1nnnc1-c1ccc(OC)c(S(=O)(=O)N2CCCCC2)c1
  A: 4 | B: -6 | C: -1 | D: 6 | E: 102 | F: -3 | G: 18 | H: -1 | I: 2 | J: 1.1
CCOc1c(O)ccc(C2NC(=O)N(C)C(C)=C2C(=O)OC)c1[N+](=O)[O-] (configuration not stated)
  A: -11 | B: 19 | C: 0 | D: 34 | E: 102 | F: 0 | G: 20 | H: -8 | I: -4 | J: -3.6
Cc1ccc(-n2nnnc2SCc2nnc(-c3ccccc3Br)o2)c(C)c1
  A: 7 | B: 1 | C: -9 | D: -4 | E: 104 | F: 1 | G: -11 | H: 1 | I: -3 | J: -0.2
Cc1cccc(N2CCN(C(=O)CCCSc3nc4ccccc4[nH]3)CC2)c1C
  A: -4 | B: -22 | C: 1 | D: 1 | E: 101 | F: -2 | G: -15 | H: -1 | I: -11 | J: 4.0
COc1ccc(/C=C(/C#N)C(=O)Nc2cccc(C)c2C)cc1C(=O)O
  A: -17 | B: 15 | C: -2 | D: 18 | E: 110 | F: -1 | G: -2 | H: 1 | I: -5 | J: -2.6

A draw from above in order of molecular weight, lowest first:
Codes – A = PKA-R1A act; B = OPRM1-OPRD1 inv; C = DAGLB inh; D = Arrestin-AP2 inh; E = Pemphigus Ab inh; F = V-ATPase pHluor; G = HTR5A inv ctr; H = HTR5A ag; I = PKA-R2B act; J = MOR-DOR ag
CC(=O)N1CCN=C1SCc1ccccc1
  A: -1 | B: 4 | C: 1 | D: 10 | E: / | F: 1 | G: -1 | H: 0 | I: 1 | J: -0.7
Cc1nc2c3cc(F)ccc3n(Cc3ccccc3)c2s1
  A: -5 | B: -45 | C: -7 | D: 4 | E: 99 | F: -1 | G: 0 | H: 0 | I: -13 | J: 8.9
COc1ccc(/C=C(/C#N)C(=O)Nc2cccc(C)c2C)cc1C(=O)O
  A: -17 | B: 15 | C: -2 | D: 18 | E: 110 | F: -1 | G: -2 | H: 1 | I: -5 | J: -2.6
CCn1nnnc1-c1ccc(OC)c(S(=O)(=O)N2CCCCC2)c1
  A: 4 | B: -6 | C: -1 | D: 6 | E: 102 | F: -3 | G: 18 | H: -1 | I: 2 | J: 1.1
COc1ccc(Cc2nn3c(-c4ccccc4OC)nnc3s2)cc1
  A: 2 | B: 9 | C: 0 | D: 2 | E: 98 | F: -2 | G: -22 | H: 2 | I: -5 | J: -1.8
Cc1ccc(C)c(NC(=O)COC(=O)c2nn(C)c(=O)c3ccccc23)c1
  A: 10 | B: 10 | C: 1 | D: 8 | E: 106 | F: -5 | G: -4 | H: 2 | I: -5 | J: -2.5
CCOc1ccc(NC(=O)C2C3CCC4C(CCC32)C4(Cl)Cl)cc1 (configuration not stated)
  A: -17 | B: -14 | C: -15 | D: 3 | E: 102 | F: -4 | G: 6 | H: -1 | I: -5 | J: 2.1
c1cncc(-c2nc(NCC3COc4ccccc4O3)c3ccccc3n2)c1 (configuration not stated)
  A: -2 | B: 12 | C: -1 | D: 16 | E: 103 | F: 0 | G: -14 | H: -2 | I: -12 | J: -2.9
Cc1cccc(N2CCN(C(=O)CCCSc3nc4ccccc4[nH]3)CC2)c1C
  A: -4 | B: -22 | C: 1 | D: 1 | E: 101 | F: -2 | G: -15 | H: -1 | I: -11 | J: 4.0
COc1ccc(C2CC(c3ccc(Cl)cc3)=NN2c2ccc(S(N)(=O)=O)cc2)cc1 (configuration not stated)
  A: -15 | B: 5 | C: 1 | D: -4 | E: 101 | F: 1 | G: -12 | H: 3 | I: 1 | J: -1.1

Further results:
Codes – A = PKA-R1A act; B = OPRM1-OPRD1 inv; C = DAGLB inh; D = Arrestin-AP2 inh; E = Pemphigus Ab inh; F = V-ATPase pHluor; G = HTR5A inv ctr; H = HTR5A ag; I = PKA-R2B act; J = MOR-DOR ag
CNC(=O)c1ccsc1NC(=O)c1ccc(S(=O)(=O)N2CCc3ccccc32)cc1
  A: -13 | B: 2 | C: -6 | D: -6 | E: 94 | F: -2 | G: -6 | H: 3 | I: -1 | J: -0.3
Cc1nc(C(C)NC(=O)c2cc(COc3ccc(C)c(C)c3)on2)c(C)s1 (configuration not stated)
  A: 8 | B: -33 | C: -9 | D: -2 | E: 106 | F: 0 | G: -20 | H: 1 | I: -1 | J: 6.4
O=C(CSCc1ccc(Cl)cc1)Nc1nccs1
  A: -3 | B: -5 | C: -4 | D: -11 | E: 107 | F: 3 | G: 11 | H: 4 | I: -1 | J: 0.9
N#CC(C(=O)OCc1ccccc1)c1nc2ccccc2nc1N1CCOCC1 (configuration not stated)
  A: -5 | B: 1 | C: 0 | D: 9 | E: 90 | F: -2 | G: 4 | H: -2 | I: -4 | J: -0.2
